High-throughput results deposited in PubChem by several laboratories.
V-ATPase pH = yeast V-ATPase proton transport regulation by pHLuorin; actives 0.37% (n = 350,000); S. cerevisiae, pHLuorin cytosolic pH fluorescence; response, % at 10 µM; AID 504577; in the data active = response mostly above about 7.3%, no sharp cut-off; inactive = mostly below about 5.4%; also: actives read high; inactives centre near 0; some compounds called inactive have numbers as strong as hits; reference of the scale not given here
HTR5A inv ag = HTR5A inverse agonism, opioid heterodimer counter-screen. actives 0.083% (n = 340,000). HTR5A cell line, luminescence. P47898. inhibition, % at 9.3 µM; in the data active = inhibition mostly above about 23%, no sharp cut-off; inactive = mostly below about 18%;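 also: 0% = cells with DMSO and 100% = no-cell wells with DMSO; some compounds called inactive have numbers as strong as hits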
dFosB act = mouse delta FosB homodimer activation; P13346; purified delta FosB, TAMRA-CDK5 oligo fluorescence polarization; percent of positive-control signal above neutral wells; activation, % at 25 µM; actives 0.99% (n = 340,000); AID 493131;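 active = mean activation above about 17%, with every replicate also reaching it, limit read from the data, passing the limit was not always enough; inconclusive = only one of the two conditions met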;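 also: fluorescence polarization rise as delta FosB binds a TAMRA Cdk5 AP-1 oligo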
Target sequence (P13346 whole entry, looked up): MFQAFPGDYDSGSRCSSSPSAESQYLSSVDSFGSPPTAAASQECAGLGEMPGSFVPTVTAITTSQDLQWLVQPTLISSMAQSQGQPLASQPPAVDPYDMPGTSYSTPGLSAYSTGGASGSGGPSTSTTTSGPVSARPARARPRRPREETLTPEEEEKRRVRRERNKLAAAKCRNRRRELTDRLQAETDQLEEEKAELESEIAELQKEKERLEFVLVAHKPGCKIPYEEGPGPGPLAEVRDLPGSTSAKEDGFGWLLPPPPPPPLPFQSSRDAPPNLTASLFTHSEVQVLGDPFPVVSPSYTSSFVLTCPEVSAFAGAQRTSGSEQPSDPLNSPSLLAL
CDK5 inh = blocks human CDK5/p35 kinase activity; Q00535+Q15078; Recombinant CDK5/p35, ADP-Glo luminescence, 60 min; inhibition, % at 10 µM; actives 0.01% (n = 330,000);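 active = highest replicate inhibition of at least 50% and at least 75% of replicates reaching 50%; inconclusive = only one of the two criteria met; inactive = both criteria failed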;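 also: plate controls were DMSO neutral control for no effect and GW8510 at 10 µM for full effect; many of its hits are not listed in these tables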
SR-BI DiI inh = blocks mouse SR-BI lipid uptake from DiI-HDL; AID 488896; Q61009; ldlA[mSR-BI] CHO cells, DiI-HDL uptake fluorescence, 3 h; inhibition, % at 12.5 µM; actives 0.96% (n = 320,000);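 active = mean replicate inhibition of at least 70% and a set share of replicates each scoring 70 or more; inconclusive = meets just one of the two criteria; inactive = fails both criteria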;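 also: 0% = median of neutral control wells and 100% = median of positive control wells; values of inactives mirror those of a sister screen read the other way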
Target sequence (Q61009 whole entry, looked up): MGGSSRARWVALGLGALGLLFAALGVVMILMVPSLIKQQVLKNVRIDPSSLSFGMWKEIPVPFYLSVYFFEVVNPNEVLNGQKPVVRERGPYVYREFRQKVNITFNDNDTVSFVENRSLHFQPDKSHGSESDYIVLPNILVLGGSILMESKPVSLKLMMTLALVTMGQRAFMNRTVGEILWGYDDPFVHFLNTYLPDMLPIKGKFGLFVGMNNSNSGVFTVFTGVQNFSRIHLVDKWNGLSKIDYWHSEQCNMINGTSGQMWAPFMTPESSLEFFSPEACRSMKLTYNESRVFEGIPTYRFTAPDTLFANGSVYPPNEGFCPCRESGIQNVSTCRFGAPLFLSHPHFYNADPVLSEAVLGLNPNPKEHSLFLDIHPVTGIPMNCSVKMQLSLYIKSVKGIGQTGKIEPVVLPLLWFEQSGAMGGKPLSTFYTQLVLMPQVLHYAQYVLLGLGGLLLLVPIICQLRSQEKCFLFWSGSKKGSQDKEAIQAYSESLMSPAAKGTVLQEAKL
Wnt act = activators of Wnt/beta-catenin signaling; Wnt/beta-catenin reporter cell assay, activator, plate reader; actives 1.2% (n = 300,000); activation, % at 9.35 µM; in the data active = activation above about 30%, passing the limit was not always enough; inconclusive = no clear call, values can overlap the other calls;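 also: 0% = neutral control wells and 100% = positive control wells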
MITF act = MITF TRPM1 promoter activation in melanoma cells. AID 588334. actives 0.75% (n = 300,000). SK-MEL-5 TRPM1-promoter luciferase, 24 h; % of positive control, neutral wells = 0. activation, % at 12.5 µM;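 active = mean activation of at least 80% with every replicate also reaching 80%; inconclusive = mean reaches 80% but some replicate falls short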;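 also: 0% = neutral control wells and 100% = parthenolide positive control wells; values of inactives mirror those of a sister screen read the other way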
HTR5A ag ctr = activates human HTR5A in OPRM1-OPRD1 agonist counter-screen | P47898 | HTR5A agonist assay, luminescence, cell-based | activation, % at 9.3 µM | actives 0.61% (n = 340,000); in the data active = activation mostly above about 9.5%, no sharp cut-off; inactive = mostly below about 7.6%;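 also: 0% = cells with vehicle only and 100% = reference agonist; strong numbers were not always called active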
NSD2 HMT inh = blocks human histone methyltransferase NSD2; O96028; actives 0.54% (n = 310,000); NSD2 peptide methylation, AlphaScreen, 120 min; inhibition, % at 12.5 µM; in the data active = inhibition above about 50%
PvdQ inh = P. aeruginosa PvdQ acylase inhibition. purified PvdQ acylase, fluorescence plate reader. actives 0.063% (n = 340,000). inhibition, % at 10 µM; in the data active = inhibition above about 30%, passing the limit was not always enough; inconclusive = no clear call, values can overlap the other calls;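 also: 0% = vehicle neutral wells and 100% = reference inhibitor wells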
* = called active by the depositor; ? = inconclusive; . = no result given.

SMILES	HTR5A ag ctr	HTR5A inv ag	CDK5 inh	NSD2 HMT inh	dFosB act	Wnt act	V-ATPase pH	SR-BI DiI inh	MITF act	PvdQ inh
COc1cc2c(cc1OC)C(=O)CCS2	-2	7	1.4	.	-2	.	2	-11	6	-14
Cc1ccc(S(=O)(=O)N2CCC(C(=O)N3CCC[C@H]3C(=O)NCC(C)C)CC2)cc1	7	0	-0.6	0	-9	-3	5	-17	-3	6
CC(C)CCn1c(NCCN(C)C)nc2c1c(=O)[nH]c(=O)n2C	-4	23	0.7	2	6	.	3	-4	-5	-13
CN(C)CCCN(C(=O)c1cc(-c2cccs2)nc2ccccc12)c1nc2ccc(F)cc2s1	5	-20	1.4	1	28*	-13	-2	-2	-86	-4
Cc1csc2nc(COC(=O)c3ccc(Cl)c([N+](=O)[O-])c3)cc(=O)n12	3	-10	0.7	-2	-7	-1	0	-11	-31	10
O/N=C/c1cccnc1Sc1ccccc1	0	0	0.4	1	-4	-2	0	-8	0	3
Cc1ccccc1C(=O)O/N=C(\N)c1cccc([N+](=O)[O-])c1	0	-1	-8.8	0	4	.	0	19	28	-13
Clc1ccc(-c2nn3c(-c4ccccc4)nnc3s2)cc1	6	-17	-1.7	1	-17	.	-3	17	.	-16
CC(=O)O[C@H]1CC[C@@]2(C)C(=CC[C@H]3[C@@H]4CC[C@H](C5(C)OCCO5)[C@@]4(C)CC[C@@H]32)C1	1	-6	0.3	.	-3	.	2	2	5	-6
Cc1cc(C)n(C(C)CC(=O)N2CCc3ccccc32)n1 (stereo not drawn)	3	5	0.1	-3	-7	-1	-3	6	-23	3

Additional structures follow.
SMILES	HTR5A ag ctr	HTR5A inv ag	CDK5 inh	NSD2 HMT inh	dFosB act	Wnt act	V-ATPase pH	SR-BI DiI inh	MITF act	PvdQ inh
CCC(C)(C)C1CCc2[nH]nc(C(=O)O)c2C1 (stereo not drawn)	-1	1	0.5	.	2	2	6	4	11	-4
O=C(NC(=S)Nc1ccc(N2CCCCC2)c(Cl)c1)c1ccc2c(c1)OCCO2	9	-25	1.5	-1	7	-1	-4	14	-24	6
CC(C)COP(=O)(OCC(C)C)C(O)c1ccc(F)cc1 (stereo not drawn)	-3	8	.	-2	-7	.	-2	1	-1	-11
COc1cc(NC(=O)CN2CCN(c3ccccc3F)CC2)c(C)cc1[N+](=O)[O-]	4	15	0.4	-2	-2	11	3	-11	7	8
COc1ccccc1NS(=O)(=O)c1ccc(C)c(C(=O)NCC(c2ccco2)N(C)C)c1 (stereo not drawn)	-5	17	-0.4	-1	3	0	3	-9	-7	-1
Cc1ccccc1CN1C[C@@H]2C[C@@H](c3cn(C)nc3-c3ccccc3)N3CCC[C@@]23C1=O	4	-11	3.0	3	-4	-7	0	28	2	-6
COC(=O)c1ccccc1Nc1ccnc(Cl)n1	-4	-7	-1.0	-5	-17	0	1	12	17	-13
CCOc1ccc(NC(N)=O)cc1	1	15	1.4	-4	-2	5	1	0	-4	1
CCNc1nc2c(c(=O)[nH]c(=O)n2C)n1Cc1ccc(F)cc1	4	-12	-1.3	.	-1	-2	0	.	2	-13
O=C(NN=C(Cc1ccccc1)Cc1ccccc1)c1ccncc1	1	-4	0.6	-3	-10	5	4	-3	-4	-12

Other structures follow:
SMILES	HTR5A ag ctr	HTR5A inv ag	CDK5 inh	NSD2 HMT inh	dFosB act	Wnt act	V-ATPase pH	SR-BI DiI inh	MITF act	PvdQ inh
CCN(c1ccccc1)S(=O)(=O)c1c(C)noc1C	3	-1	0.0	-1	-16	3	5	-14	-2	7
O=[N+]([O-])c1cccc(CN2CCN(Cc3ccco3)CC2)c1	0	-1	0.6	4	4	-1	1	-26	9	6
O=C(Nc1cccc(NC(=O)c2ccccc2Cl)c1)c1ccc([N+](=O)[O-])o1	2	-4	0.4	0	-3	-13	1	59	-77	7
Cc1cc(C)n(CC(=O)NNC(=O)COc2ccc(Cl)cc2Cl)n1	-1	-18	0.6	-2	-12	-3	0	0	-4	1
Oc1ccc(C[C@@H]2CNCCN2CC2CCCCC2)cc1	2	3	0.6	.	9	-3	5	-31	5	4
C=C(C)C(=O)N1CC2(CC(c3cccc(NC(=O)/C(C)=C\C)c3)=NO2)C[C@H]1C(N)=O (stereo partly drawn)	3	-8	-0.8	.	6	0	0	-6	-10	3
O=C(CCNS(=O)(=O)c1ccccc1C(F)(F)F)N1CCCCCCC1	-4	9	0.6	0	3	5	-1	-29	-2	1
CCOC(=O)c1ccc(CSc2ncn[nH]2)o1	10	-20	1.2	-1	-16	-4	1	-8	.	-4
COc1cccc(C2C=C(c3cccs3)Nc3ncnn32)c1OC (stereo not drawn)	-1	4	1.4	.	3	1	2	-33	-11	11
Cc1ccc(C(=O)COc2ccccc2N2C(=O)c3ccccc3C2=O)cc1	4	-19	-0.5	0	2	.	2	-25	53	-2

The list continues:
SMILES	HTR5A ag ctr	HTR5A inv ag	CDK5 inh	NSD2 HMT inh	dFosB act	Wnt act	V-ATPase pH	SR-BI DiI inh	MITF act	PvdQ inh
O=C(NC1CCCCC1)NS(=O)(=O)c1ccc2c(c1)CCC2	0	-1	1.2	1	-3	-5	3	-16	-2	-18
CC1C=CCC2C(=O)N(c3ccc(OC(=O)c4ccco4)cc3)C(=O)C12 (stereo not drawn)	1	-2	1.0	.	-9	6	1	-13	-13	-1
NS(=O)(=O)c1cccc(NC(=O)CCS(=O)(=O)c2ccc(Cl)cc2)c1	-3	8	-2.4	-2	1	-4	-3	.	-38	-10
Cc1cc2c(cc1C)N[C@]1(C[C@H]3CCCC(=O)N4CC[C@@H](C1)[C@@H]34)C(=NC(C)(C)CC(C)(C)C)N2	3	-28	0.6	.	4	-3	-1	-19	6	-10
O=C1CC(=O)N(CCc2ccccc2)C(=O)N1CCc1ccccc1	4	-8	-0.2	1	-8	3	-1	-4	2	-4
Cn1cc(C(=O)N2CCCCCC2)c(=O)c2cc(S(=O)(=O)N3CCCCC3)ccc21	-2	7	1.0	-3	1	2	2	-26	-3	0
O=C(CSc1nccn1-c1cccc(Cl)c1)NO	0	-16	0.1	3	-6	-2	-1	.	7	-34
Cc1cc(C(=O)CSc2ccccc2)cc(C)c1O	-1	4	-0.7	-3	-10	12	-9	.	39	-12
CCOCCCN(C(=O)c1snc(C(N)=O)c1N)C(C(=O)NC1CCCC1)c1ccc(F)cc1 (stereo not drawn)	-2	6	-1.4	-2	-9	-1	-3	-17	-8	-25
CCOc1ccc(NC(=O)CCC(=O)c2ccc(OC)cc2)cc1	-1	5	-1.7	4	-2	-1	2	-20	.	20

Other compounds follow:
SMILES	HTR5A ag ctr	HTR5A inv ag	CDK5 inh	NSD2 HMT inh	dFosB act	Wnt act	V-ATPase pH	SR-BI DiI inh	MITF act	PvdQ inh
COc1cc(S(=O)(=O)N2CCOCC2)ccc1NC(=O)COC(=O)c1ccc(Cl)nc1	3	-8	-1.0	-1	-7	-1	6	-5	.	-17
C/C(=N/NC(=O)OC(C)(C)C)c1ccco1	7	-20	0.2	-1	-5	?	-2	-22	41	-14
Cc1ccc(C(=O)Nc2cccc(-c3ccc(N4CCOCC4)nn3)c2)cc1	2	4	1.5	1	-4	36*	-5	17	75	6
CCOc1ccc(C(=O)OCCN(C)C)cc1	4	-1	1.0	2	3	.	3	-14	-12	1
CCOc1ccc(-c2cccc(NC(=O)COc3ccccc3)c2)nn1	1	-5	.	-1	-14	.	1	-13	25	-16
CCCOc1cccc(C2/C(=C(/O)c3ccc(F)cc3)C(=O)C(=O)N2CCN(C)C)c1 (stereo not drawn)	2	-12	-1.0	-4	-8	-4	3	.	-4	-13
COc1ccc(C(=O)NC2CC2)cc1OC1CCN(C/C=C/c2ccccc2)CC1	1	5	0.5	4	-18	1	0	-8	6	-3
N#C/C(=C/c1ccccc1OCc1ccc(F)cc1)c1ccc(C(=O)O)cc1	0	16	0.4	4	-8	-1	-6	11	5	-10
O=C(CCl)NC(Cc1ccccc1)C(=O)OCC(=O)c1ccc(-c2ccccc2)cc1 (stereo not drawn)	3	-13	-1.0	2	-7	2	0	26	8	-15
O=C1NC(=O)C2(COC(c3ccncc3)OC2)S1 (stereo not drawn)	-4	19	2.4	-1	0	.	-1	-2	19	3

Following part:
SMILES	HTR5A ag ctr	HTR5A inv ag	CDK5 inh	NSD2 HMT inh	dFosB act	Wnt act	V-ATPase pH	SR-BI DiI inh	MITF act	PvdQ inh
CN(C)S(=O)(=O)c1ccc(C(=O)NC(=O)CSc2ccccc2)cc1	8	-7	-0.7	3	-1	.	2	-7	-5	-11
Cc1cc(COc2ccccc2)oc1C(=O)O	-2	-13	-1.1	-1	-4	1	7	-27	.	4
Cc1cccc(NC(=S)N2CCN(c3ccccc3F)CC2)c1C	8	-21	0.3	57*	-1	0	-1	-6	3	-1
O=C(C1CCC1)N(CCc1ccccc1)Cc1nc2ccccc2c(=O)[nH]1	-1	6	-1.7	-2	-11	.	-1	15	.	-15
CC/C=C/C(=O)N1CC2(CC(c3cccc(NC(=O)CCCCC)c3)=NO2)C[C@H]1C(N)=O (stereo partly drawn)	-3	7	-1.1	.	-4	0	-3	48	1	-16
N#Cc1ccc(Oc2ccc(/C=N/O)cn2)cc1	-5	11	2.0	-2	4	1	-2	-39	-5	-2
COc1ccc(S(=O)(=O)Nc2ccccc2C(=O)N2CCCC2)cc1C	-4	10	0.0	-1	-16	-4	-1	.	-10	-3
COc1ccc(CN(CC(=O)NCCc2ccccc2)C(=O)CCC(=O)Nc2cc(C)ccn2)cc1	11	-30	-2.2	-4	-4	-1	-5	.	.	-6
COc1ccc(C(=O)NCCn2cc(SCC(=O)NCc3ccco3)c3ccccc32)cc1	0	-30	0.0	-8	-11	.	-3	5	4	0
O=C(CCl)NC1(C(F)(F)F)C(=O)Nc2c1c(=O)[nH]c(=O)n2-c1ccccc1 (stereo not drawn)	5	4	-4.4	-1	2	-2	0	-12	.	-21
CCN(CC(=O)NCc1ccc(Cl)cc1)C(=O)c1oc2ccccc2c1C	0	1	2.9	-4	-10	-3	-1	19	-14	-12
Cc1cc(OCC(=O)Nc2ccc3oc(=O)ccc3c2)ccc1Cl	-1	-8	0.0	-5	1	3	-6	4	10	-14
COc1ccc2nc(N3CCCC(C(=O)NCCCN4C(C)CCCC4C)C3)sc2c1 (stereo not drawn)	-3	7	2.3	2	-5	7	-2	-2	0	-14

The order is random. About 5% of those tested had a hit in this group.
